MT stabilizer – microtubule stabilization, imaging screen | HeLa tubulin immunostaining HCS, 24 h; share of cells brighter than vehicle mean+2SD | % tubulin-high responders, % at 10 µM | hit rate 0.83% among 200,000;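 active = plate Z-score above 3 for both tubulin-high and condensed-nucleus cell shares, with cell loss under 80%, at 10 µM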;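 also: anti alpha tubulin signal scored within the nucleus-defined area of each cell; some results filed as inactive read as strong as hits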
Autophagy mod – modulators of autophagy; MEF GFP-LC3 puncta imaging; test concentration mostly 10 µM; calls only at 10 µM (by protocol); hit rate 0.98% among 190,000; AID 463193;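 active = percentage of spot-positive cells more than 3 SD above its plate mean, without a fluorescence outlier flag or 80% toxicity; inconclusive = no clear call, values can overlap the other calls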;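 also: spot-positive cell cutoff set from DMSO-treated cells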
CSM14.1 death rescue – protection against thapsigargin-triggered cell killing – 384-well, CSM14.1, ATP luminescence, primary screen (AID 1222). CSM14.1 thapsigargin-induced death rescue, ATP luminescence; higher % means a stronger effect. cellular ATP content (survival), % at 20 µM, or EC50 in µM where a hit was titrated. 190,000 tested, under 10 active;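 active = EC50 below 50 µM in the dose-response confirmation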;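 also: death triggered by thapsigargin at about 15 µM added after 2 h compound pretreatment; cell ATP read after overnight thapsigargin exposure of roughly 18 to 22 hours; normalized against plate controls of thapsigargin alone and 5% DMSO vehicle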
Ins promoter up – MIN6 insulin promoter up-regulation. MIN6 insulin promoter-GFP reporter, high-content imaging; hits give high values. z-score at 5 µM. hit rate 0.3% among 190,000;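 active = z-score above 3 at 5 µM with at least 500 cells counted in the well; inconclusive = wells under 500 cells, flagged as cytotoxic or low count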
Hep lipid drop – modulators of hepatic lipid droplet formation. AML12 mouse hepatocytes, oleate lipid droplets, BODIPY imaging. hit rate 0.4% among 240,000. inhibition, % at 6.5 µM;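 active = lipid droplet intensity inhibited by at least 50%, with more than 500 cells counted; inconclusive = wells with under 300 cells, treated as cytotoxic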
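Assay system: AML12 hepatocytes (mouse); Probe or stimulus: oleic acid at 100 µM to induce lipid droplet formation; Dosing: compound at 6.5 µM only; Schedule: compound with oleate, overnight; Detection: fluorescence imaging, 20x objective, two fields per well; Measure: % inhibition of lipid droplet signal.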
Dynein cargo inh – dynein cargo transport inhibition | 3617.4 mouse cells, GR-EGFP nuclear translocation imaging; test concentration mostly 20 µM; stimulated with dexamethasone, 1 µM; hits give low values | z-score, hits read low | hit rate 0.47% among 220,000 | AID 1381;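 active = plate z-score of nuclear minus cytoplasmic receptor signal below a set negative limit, without overly bright fluorescence or cell loss, cut at about -3.5 in these data, passing the limit was not always enough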;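 also: z-score of nuclear minus cytoplasmic ring GR-EGFP intensity difference per well; some compounds called inactive have numbers as strong as hits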
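Also added – dexamethasone, 1.0 µM final · Buffer or medium – tet-free, stripped-serum medium · Schedule – induction 48 h, compound 1 h, agonist 30 min · Detection – formaldehyde fixation, Hoechst nuclear stain, 10x automated fluorescence imaging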
Yfh1-depleted yeast – enhancers of respiration in Yfh1-depleted yeast, dose response, Friedreich's ataxia, plus single-dose screen (AID 1465). hit rate 0.074% among 220,000. S. cerevisiae Yfh1-off respiration, WST-1 reduction, 72 h; higher fold induction means a stronger effect. fold induction at 50 µM; hits with a dose series show EC50 in µM;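 active = fold induction of absorbance versus untreated yeast above a set limit, then at least 30% activation at any dose in follow-up; inconclusive = repeats straddling the limit, or above it without dose testing; inactive = fold induction below the set limit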;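 also: activators that raise dye reduction in frataxin-depleted yeast; strong numbers were not always called active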
P. falciparum M17LAP – P. falciparum M17LAP inhibitors, primary screen, biochemical, fluorogenic H-Leu-NHMec substrate, 1536-well (AID 1619). recombinant M17LAP, H-Leu-NHMec fluorogenic kinetic assay; higher % means a stronger effect. inhibition, % at 30 µM; hits with a dose series show IC50 in µM. hit rate 0.38% among 220,000;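 active = compound inhibiting the enzyme by more than half at any dose during confirmatory dose-response retesting; inconclusive = strong single-dose inhibitors picked by rank but not retested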;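 also: plate controls were full reaction with DMSO carrier for no effect and no enzyme background for full effect; strong numbers were not always called active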
P. falciparum M1AAP – malaria alanyl aminopeptidase activity blockers – biochemical, fluorogenic H-Leu-NHMec substrate, 1536-well (AID 1445) | recombinant M1AAP, H-Leu-NHMec fluorogenic kinetic assay; higher % means a stronger effect | one-dose inhibition, % at 30 µM; IC50 in µM for titrated hits | hit rate 0.42% among 220,000;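 active = primary inhibition above the hit cutoff, then over 50% inhibition at one or more dose response concentrations, cut at about 23% in these data, passing the limit was not always enough; inconclusive = conflicting primary data, or primary hits not chosen for dose response; inactive = low primary inhibition, or under 50% at every dose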;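 also: plate controls were DMSO full reaction for no effect and no enzyme background for full effect; strong numbers were not always called active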
Dynein cargo inh cytoplasmic EGFP – also measured in Dynein cargo inh; calls as there; z-score; measured here: cytoplasmic GR-EGFP intensity; hits give high values
Dynein cargo inh nuclear GR-EGFP – further read-out of Dynein cargo inh, marked with its call; z-score; measured here: nuclear GR-EGFP intensity;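 lower value marks the stronger effect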
Dynein cargo inh cell count – further read-out of Dynein cargo inh, marked with its call; z-score; measured here: cell count per field
Ins promoter up cell count – second read-out of Ins promoter up, no call of its own (marks repeat the call); cell count; measured here: cytotoxicity, nuclei count;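 total cells summed across four imaged fields per well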
Hep lipid drop cells 6.5 µM – second read-out of Hep lipid drop, no call of its own (marks repeat the call); cell count; measured here: cell count, cytotoxicity flag;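 cells counted across two imaged fields per well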
MT stabilizer Hoechst-high % – further read-out of MT stabilizer, marked with its call; % Hoechst-high responders; measured here: nuclear condensation Hoechst responders;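 share of cells brighter than vehicle mean plus two SD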
MT stabilizer cytotoxicity % – also measured in MT stabilizer; calls as there; toxicity, %; measured here: cytotoxicity by cell density;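 0% = mean cell density of plate MIN control wells and 100% = no cells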
Autophagy mod cell loss 18 h – further read-out of Autophagy mod, marked with its call; toxicity, %; measured here: cell loss, nuclei count;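 cell loss after 18 h compound exposure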
* = called active by the depositor; i = inactive; ? = inconclusive; / = not tested or not shown; + = active, no number.

SMILES	MT stabilizer	MT stabilizer Hoechst-high %	MT stabilizer cytotoxicity %	Autophagy mod	Autophagy mod cell loss 18 h	CSM14.1 death rescue	Ins promoter up	Ins promoter up cell count	Hep lipid drop	Hep lipid drop cells 6.5 µM	Dynein cargo inh	Dynein cargo inh cytoplasmic EGFP	Dynein cargo inh nuclear GR-EGFP	Dynein cargo inh cell count	Yfh1-depleted yeast	P. falciparum M17LAP	P. falciparum M1AAP
CCOc1ccc(NC(=O)c2c(OC)cccc2OC)cc1	1.3	1.5	7.9	i	-2	-2.0%	/	/	3	722	-0.16	-0.3	0.68	-0.73	i	1%	3%
C=CCn1c(NCc2c[nH]c3ccccc23)nc2ccccc21	2.4	1.5	5.9	i	2	-0.2%	-1.4	781	-14	759	-0.94	-0.26	-0.18	0.32	i	12%	-7%
CCOC(=O)C1=C(CN2CCc3ccccc32)NC(=O)NC1c1ccc(Cl)cc1 (centres undefined)	2.4	1.8	4.1	i	-4	-0.9%	-0.28	1028	-6	773	-0.31	-0.13	-0.24	0.44	i	21%	-2%
CCN(CC)S(=O)(=O)c1ccc2oc(C(=O)NCC3COc4ccccc4O3)c(C)c2c1 (centres undefined)	23	0.9	32	+	14*	-1.0%	-3	927	14	761	0.075	-0.26	0.31	1.1	i	0%	3%
Cc1ccnc(NC(=O)CCC(=O)N(CC(=O)NC(C)(C)C)C2CCCC2)c1	3.0	2.2	9.2	i	-5	-1.2%	0.31	1222	2	697	0.71	0.089	1.3	-1.4	i	12%	13%
CCOc1ccc(C(=O)NCCC(=O)NCCCC(=O)O)cc1	4.5	2.0	2.6	i	-17	4.7%	0.58	1265	3	704	0.18	-0.27	-0.099	-1.2	i	-8%	-1%
Cc1ccc(Nc2nnc(SCC(=O)Nc3cccnc3Cl)s2)cc1C	2.1	2.7	6.7	i	6	-1.5%	-0.17	1479	0	641	0.56	-0.28	0.0081	-0.66	i	22%	-2%
Cc1cc(C)n(-c2nc3ccccc3nc2N2CCN(S(=O)(=O)c3ccc4ccccc4c3)CC2)n1	9.1	1.9	24	i	2	-0.6%	-0.88	897	4	744	0.93	-0.34	0.89	-0.4	i	12%	16%
CNc1ccc(C(O)(C(F)(F)F)C(F)(F)F)cc1C(O)(C(F)(F)F)C(F)(F)F	1.7	1.3	3.2	i	5	6.3%	0.5	1332	-21	752	-0.36	-0.19	-0.54	-1.5	i	-7%	9%
O=C(Nc1ccc(C(F)(F)F)cc1)c1cc(-c2cccnc2)nc2ccc(Br)cc12	6.3	1.5	5.6	i	-33	-8.0%	-0.23	1553	/	/	0.071	-0.043	0.57	0.18	i	8%	-3%
CC(=O)N1CCN(c2ccc(NC(=O)c3ccc(C)cc3)cc2)CC1	3.8	1.4	3.7	i	-8	-2.1%	-0.27	1453	/	/	1.2	-0.071	1.1	-0.61	i	15%	9%
CC(C)Cc1nc(SCC(=O)Nc2ccc(S(N)(=O)=O)cc2)n[nH]1	2.5	1.5	6.7	i	-1	-0.6%	/	/	-6	734	-0.15	-0.21	0.055	-0.35	i	-2%	0%
COC(=O)c1c(C(=O)OC)c(-c2cccc(C)c2)n2c1CS(=O)C2 (centres undefined)	1.5	1.3	4.3	i	-2	-0.2%	0.05	1180	5	690	0.18	-0.27	0.1	-0.86	i	1%	4%
COC(=O)c1cc(COC(=O)c2ccc(OC)c(S(=O)(=O)N3CCCC3)c2)oc1C	5.3	1.9	9.5	i	3	-0.7%	-0.66	817	-1	795	-0.53	-0.19	-0.064	0.5	i	-8%	7%
CCOC(=O)c1c(NC(=O)CSc2nnc(C)s2)sc2c1CCCCC2	2.1	1.3	5.8	i	9	-0.3%	-0.65	1427	/	/	0.14	-0.19	0.41	0.14	i	-4%	6%
O=C1CC(C(F)(F)C(F)(F)C(F)(F)C(F)(F)F)=Nc2ccccc2N1	2.0	2.0	8.6	i	-3	-1.4%	0.34	1247	/	/	-0.6	-0.19	-0.93	0.23	i	-8%	10%
O=C(COc1ccccc1)N/N=C/c1ccc([N+](=O)[O-])o1	4.1	1.4	5.2	i	44	-2.6%	0.53	1235	-1	675	-0.83	-0.24	-0.38	0.6	i	1%	4%
O=C1c2ccccc2CN1CCNS(=O)(=O)c1ccc(Cl)cc1	3.1	3.4	14	i	4	-2.0%	-0.4	1910	-1	628	-0.53	-0.2	-0.051	0.26	i	-3%	3%
O=C(Nc1ccc(Br)cc1)C(c1ccccc1)c1ccccc1	3.3	1.1	8.6	i	-7	-0.6%	0.78	1381	-18	736	-0.037	-0.28	-0.0087	0.0079	i	-10%	2%
CN(C)C(/C=C/Nc1ccccc1F)=C(C#N)C#N	1.5	1.8	10	i	-2	0.1%	0.14	1944	14	676	/	/	/	/	i	1%	9%
COc1cc(C(C(=O)NC(C)(C)C)N(C(=O)CNC(=O)c2cccs2)c2ccc(C(C)C)cc2)cc(OC)c1OC (centres undefined)	3.2	1.7	4.8	i	11	-0.9%	-0.14	1554	/	/	1.1	-0.18	0.9	-0.54	i	1%	3%
CCc1nnc(NC(=O)C2CCC(CNc3c(N4CCCCC4)c(=O)c3=O)CC2)s1 (centres undefined)	/	/	/	/	/	/	0.33	1059	0	683	0.55	-0.27	0.78	-0.66	i	6%	4%
Cc1cc(Nc2ccccc2)nc(NCc2ccccc2)n1	11	1.1	58	i	-3	-3.7%	-5	558	-28	612	-0.66	-0.22	-0.46	0.24	i	-3%	?
Cn1c(=O)c2c(nc(NCCCN3CCOCC3)n2Cc2cccc(Cl)c2)n(C)c1=O	2.9	2.9	11	i	10	-1.1%	-0.3	1082	/	/	-0.56	-0.29	-0.45	0.64	i	/	/
CC(=O)Nc1ccc(OCc2cnc(Cl)s2)cc1	5.1	2.1	0.3	i	-24	-0.3%	-0.38	1529	-3	508	-0.17	-0.1	0.16	0.2	i	1%	7%
CS(=O)(=O)c1ccc2nc(N)sc2c1	1.5	1.1	6.3	i	45	-1.6%	2	1341	/	/	-0.3	-0.18	-0.029	-0.38	i	0%	1%
Cc1ccc(C(=O)/C=C/c2ccc(F)cc2)o1	2.6	6.2	5.8	i	-7	-13%	0.99	1138	0	716	-1.3	0.45	-1	-0.39	i	7%	8%
Cc1ccccc1S(=O)(=O)Nc1cccnc1	3.5	1.9	5.8	i	6	-3.0%	/	/	-7	697	-0.43	-0.25	-0.59	1.1	/	13%	10%
COc1cc(C(=O)N/N=C\c2ccccc2)c([N+](=O)[O-])c(OC)c1OC	1.7	1.7	7.1	i	5	-0.2%	0.64	1128	24	718	0.091	0.25	0.36	-0.2	i	12%	-1%
O=C(CCCOc1ccc(Cl)cc1)N1CCCCCC1	4.7	2.2	8.4	i	-1	-1.2%	0.7	1238	-1	729	2.8	-0.23	0.85	-1.8	i	7%	-3%
CCC(NC(=O)NCc1ccccc1)(C(F)(F)F)C(F)(F)F	2.8	3.5	17	i	1	2.0%	0.16	1529	-6	571	-0.85	-0.26	-0.26	0.99	i	1%	9%
COc1ccccc1Nc1nc(N)nc(CN2CCCCCC2)n1	2.6	1.8	7.2	i	-11	-2.7%	0.09	1291	2	716	-1.1	-0.073	-0.34	-0.84	/	13%	3%
COc1cc(NC(=O)c2cnn3c(C(F)F)cc(C4CC4)nc23)c(OC)cc1Cl	2.3	2.2	8.8	i	0	1.7%	-0.33	1473	5	637	2.6	-0.27	0.95	-2	i	0%	4%
CCCCn1c(O)c(C=NCCCN(C)C)c(=O)[nH]c1=O	7.0	1.5	4.2	i	10	2.6%	1.6	1511	/	/	-0.23	-0.35	0.2	0.054	i	-21%	-4%
Cc1cccc(Oc2cnn(C(C)(C)C)c(=O)c2Cl)c1	3.8	1.8	3.6	i	3	0.8%	/	/	-6	732	0.56	-0.24	0.2	-0.32	i	0%	-2%
CC1CCc2c(C(=O)Oc3cccc(-n4cnnn4)c3)csc2C1 (centres undefined)	2.7	1.0	6.6	i	5	-1.8%	0.27	1294	/	/	-0.16	2.2	0.12	0.51	i	16%	-3%
O=C(NCc1ccccc1)C1CCCN1S(=O)(=O)c1cccc2cccnc12 (centres undefined)	5.5	1.7	6.1	/	/	/	-0.33	1318	-18	531	2.1	-0.23	1.5	-0.59	i	-2%	-2%
CC(=O)c1ccc(N(C)C)c2c(N(C)C)cccc12	3.8	1.6	8.6	i	-4	2.2%	-0.13	1168	1	759	1.9	-0.22	0.39	-1.2	i	2%	4%
O=C(O)c1cn(Cc2cccnc2)c(=O)c2ccccc12	4.1	3.3	1.4	i	17	/	1.4	1436	9	682	-0.48	-0.21	-0.3	0.48	i	5%	-1%
Nc1cc(N2CCCC2)c(Cl)cc1[N+](=O)[O-]	3.2	2.0	13	i	-5	-0.6%	-0.61	1205	/	/	0.44	-0.18	0.33	0.13	i	-15%	2%
